Screens deposited in PubChem BioAssay by National Center for Advancing Translational Sciences (NCATS).
HCV inh: inhibitors of hepatitis C virus infection; 340,000 tested, 3.4% active; Huh7.5.1 HCVcc-Cre infection, luciferase reporter, 44 h; Potency, µM (titrated, usually from 41.8 µM), for inactives: top-dose activity change, negative = inhibition, most hits filed as inhibitors; note: potency is the fitted concentration of half-maximal effect; % is set by controls: 0 for no effect and ±100 for the full control effect
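Luciferase read-out (15 sec integration) after a 15 min room-temperature substrate step quantifies HCVcc-Cre infection. Cells, 1,000 per well, had compound added 4 h post-plating, then virus at ~0.5 moi, and were cultured 44 h.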
Cycloheximide cs: counter-screen hit for Shiga toxin inhibitors, cycloheximide; cell reporter, cycloheximide protein synthesis inhibition counterscreen; max response, %; 300,000 tested, 12% active; in the data active = max response mostly above about 13%, no sharp cut-off; inactive = mostly below about 14%; note: read at 38.3 µM for the half of the compounds with a filed dose; 0% is about no effect
LmPK inhibitor: inhibitors of Leishmania mexicana pyruvate kinase; 290,000 tested, 0.37% active; AID 1721; purified LmPK, Kinase-Glo ATP luminescence, 1 h; Q27686; Potency, µM (titrated, usually from 57.5 µM), for inactives: at the top dose activity change, negative = inhibition, most hits filed as inhibitors; note: potency is the fitted concentration of half-maximal effect; % is set by controls: 0 for no effect and ±100 for the full control effect
Target sequence (Q27686 whole entry, looked up): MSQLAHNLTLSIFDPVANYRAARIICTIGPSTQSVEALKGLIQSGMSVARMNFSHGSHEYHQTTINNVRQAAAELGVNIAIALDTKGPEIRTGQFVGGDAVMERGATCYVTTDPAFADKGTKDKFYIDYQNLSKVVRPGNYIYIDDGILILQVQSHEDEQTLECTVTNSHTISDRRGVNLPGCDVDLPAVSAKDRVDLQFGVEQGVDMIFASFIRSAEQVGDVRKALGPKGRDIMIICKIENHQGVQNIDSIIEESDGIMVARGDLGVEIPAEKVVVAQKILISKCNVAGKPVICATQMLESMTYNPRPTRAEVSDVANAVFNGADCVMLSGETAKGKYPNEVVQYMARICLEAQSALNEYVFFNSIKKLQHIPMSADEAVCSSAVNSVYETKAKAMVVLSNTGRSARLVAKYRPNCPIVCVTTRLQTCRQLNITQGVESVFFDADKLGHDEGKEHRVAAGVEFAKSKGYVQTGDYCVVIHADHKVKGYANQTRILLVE
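qHTS format; LmPK 0.1 nM; substrates PEP 0.5 mM and ADP 0.1 mM. One-hour room-temperature incubation, then coupled luciferase luminescence; 0.5 nM enzyme wells mark activation.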
Tb PYK inh: inhibitors of Trypanosoma brucei pyruvate kinase; TbPYK enzyme, Kinase-Glo Plus ATP luminescence, 45 min; Potency, µM (doses to about 76.8 µM), for inactives: at the top dose activity, negative = inhibition, hits mostly inhibitors; 410,000 tested, 0.12% active; Q57TT1; AID 624173; note: potency is the fitted concentration of half-maximal effect; % is set by controls: 0 for no effect and ±100 for the full control effect; nearly all actives have a fitted effect of over 50% in size
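Luminescence from Kinase-Glo Plus, added after a 45-minute room-temperature reaction, served as the end-point read-out. The enzyme and substrate were preincubated with compound before ADP (130 uM final) initiated turnover. Concentration-effect curves came from normalized qHTS data.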
Pf growth 48h: P. falciparum growth inhibition at 48 hours (one generation); P. falciparum luciferase growth in erythrocytes, 48 h; Potency, µM (top dose mostly 28.7 µM), for the others: at the top dose activity change, negative = inhibition, most hits filed as inhibitors; 310,000 tested, 5.9% active; AID 504832; note: potency is the fitted concentration of half-maximal effect; % is set by controls: 0 for no effect and ±100 for the full control effect
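Erythrocytes infected with P. falciparum carrying an integrated firefly luciferase reporter (2% hematocrit, 0.1% parasitemia final) were exposed to compounds in RPMI 1640 with 0.5% Albumax at 37 C, 5% CO2. Growth inhibition was scored as reduced luminescence.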
Shiga inhibitor: Shiga toxin inhibition; Vero cells, Shiga toxin protein synthesis inhibition reporter; inhibition, % at 38.7 µM; 290,000 tested, 9.2% active; in the data active = inhibition mostly above about 28%, no sharp cut-off; inactive = mostly below about 43%; note: 0% is about no effect
Pf growth 96h: inhibits malaria parasite growth, 96 h; P. falciparum luciferase reporter growth, 96 h; Potency, µM (highest dose often 28.7 µM), for the others: at the top dose activity change, negative = inhibition, most hits filed as inhibitors; 320,000 tested, 6.9% active; AID 504834; note: potency is the fitted concentration of half-maximal effect; % is set by controls: 0 for no effect and ±100 for the full control effect
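P. falciparum expressing integrated firefly luciferase grown in erythrocytes (2% hematocrit, 0.05% parasitemia final) with compounds for 96 hours at 37 C, 5% CO2. Growth inhibition read as loss of luminescence after adding luciferase detection reagent.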
Numbers without * were called inactive; ? = inconclusive; · = not tested or not shown; & = joins results of further samples; [ ] = another dose, or the depositor's remark. Unless noted, calls come from the whole dose curve; as a rule, active = well fitted curve in the direction sought with a large enough effect; inconclusive = small, poorly fitted or top-dose-only effect, or another doubt; inactive = no such curve, though single readings can be large; an effect the other way counts as inactive or inconclusive. Rows are unselected; overall some 24% were active at least once.

SMILES	HCV inh	Cycloheximide cs	LmPK inhibitor	Tb PYK inh	Pf growth 48h	Shiga inhibitor	Pf growth 96h
CC(=O)N1CCN(c2ccc([N+](=O)[O-])c(NCc3cccnc3)c2)CC1	-2%	-1	-1%	-8%	-25%[5.75 µM]	-4	?
COc1cccc(NC(=O)NC2CCN(Cc3nnnn3Cc3ccc(F)cc3)CC2)c1	-28%	17	4%	-13%	?	-9	?
CSc1ccccc1N=CC1=C(O)CC(C)(C)CC1=O	8%	11	1%	-4%	3%	22	·
O=C(Nc1ccccc1)Nc1ccc(Oc2ncnc3cc(Cl)ccc23)nc1	14%	-3	0%	-2%	4%	-11	20%
OCCN(CCO)CC(O)CN(c1ccccc1)c1ccccc1 (configuration not stated)	0%	-1	6%	-2%	-3%	-10	4%
O=C1CCC(NC(=O)c2ccccc2)C(=O)N1 (configuration not stated)	13%	-1	11%	0%	1%	6	40%[activator]
CCCC(NC(=O)c1ccco1)c1nc2ccccc2[nH]1 (configuration not stated)	-16%	-5	6%	0%	0%	-7	?
CC(=O)N1CCCc2ccc(NS(=O)(=O)c3ccccc3)cc21	-6%[8.37 µM]	·	·	3%	-1%	·	6%
COC(=O)c1nnn(-c2nonc2N)c1CSc1ccccn1	-18%	1	-3%	5%	36%[activator]	-13	·
O=C(c1ccccc1)C1CCN(CC(=O)N2CCN(c3ccccc3)CC2)CC1	-16%	-3	-2%	3%	14%	-23	2%
CCOC(=O)CNC(=S)N(Cc1ccccc1)Cc1cccnc1	-5%	-5	-2%	-1%	-6%	-6	?
CCN(Cc1ccncc1)C(=O)c1cc(COc2c(F)cccc2F)on1	-4%	9	-2%	-11%	5%	-3	10µM*
CCCN(CCC)S(=O)(=O)c1ccc(C(=O)NNC(=O)c2cc(OC)c(OC)c(OC)c2)cc1	-19%	-1	6%	9%	-8%	6	-3%
O=C(c1coc2ccccc2c1=O)N1CCN(c2cccc(C(F)(F)F)c2)CC1	23%	-1	2%	8%	?	5	?
CCc1ccc(NC(=O)CCc2c(C)nn(-c3ccc(N4CCOCC4)nn3)c2C)cc1	-9%	42*	0%	2%	13%	45*	?
COc1ccc(NC(=O)CSc2nnc(N)n2CC(=O)Nc2ccc(OC)cc2)cc1	14%	4	6%	5%	-4%	-8	?
Cc1ccc(NC(=O)c2sc(N)nc2C)cc1	15%	37*	-7%	-6%	106%[activator]	54*	192%[activator]
Cc1ccc(NC(=O)c2cc(C)n(-c3ccccc3)c2C)cc1	?	26*	?	4%	-74%	25	-99%
CNC(=S)N/N=C(\C)c1cccc(C(F)(F)F)c1	?	-3	7%	-2%	0%	-7	?
COc1ccc(NC(=O)c2ccccc2[N+](=O)[O-])cc1	26%	5	-3%	-13%	33%[activator]	40*	?
C=C(C)COc1ccc(-c2[nH]ncc2-c2ccccc2OC)c(O)c1	?	-6	-1%	0%	3.3µM*	-18	12%
NC(=O)c1ccc(C(F)(F)F)n(Cc2ccccc2Cl)c1=O	8%	-3	6%	-7%	45%[activator]	-26	?
CCc1nnc(NC(=O)CN2CCN(c3cccc(OC)c3)CC2)s1	10%	-4	5%	6%	-23%	26	?
C=C(C)CSc1nc2ccccc2c(=O)n1-c1c(C)n(C)n(-c2ccccc2)c1=O	2%	-1	0%	1%	?	16	?
CCn1c(=O)c(C(=O)NNC(=O)c2ccc(Cl)cc2Cl)c(O)c2ccccc21	-7%	-5	-3%	0%	16%	-5	63%[activator]
Cc1cc(OCC(=O)Nc2ccccn2)c2c(C)c(C)c(=O)oc2c1	-4%	27	0%	3%	46%[activator]	20	27%
CN(C)CCOCCOc1ccc(Cl)cc1C(C)(C)C	?	-3	-1%	10%	?	-11	484%[activator]
Cc1cc(C(F)F)n2nc(C(=O)O)nc2n1	6%	-5	2%	-2%	4%	-9	181%[activator]
CC(C)c1ccc(-c2csc3nc[nH]c(=O)c23)cc1	-21%	24*	13%	-5%	48%[activator]	·	54%[activator]
Cn1ccnc1SCC(=O)c1ccc([N+](=O)[O-])cc1	-10%	-2	-1%	-5%	10%	22	?
COc1ccc(NC(=O)CSc2ccc3ccccc3c2)cc1S(=O)(=O)N1CCCCC1	5µM*	0	3%	-8%	3%	21	-5%
Cc1cc(N(C)/N=C/c2ccccc2O)nc(-c2ccccc2O)n1	?	-3	4%	-6%	?	11	?
O=C(Cc1cccs1)N(CC1CCCO1)C1(C(=O)NC2CCCC2)CCCCC1 (configuration not stated)	-15%	7	1%	3%	-25%	15	?
NS(=O)(=O)c1ccc(CCNC(=O)C2(S(=O)(=O)c3ccc(Cl)cc3)CC2)cc1	-7%	2	0%	-7%	·	-12	12%
CCn1nc(C)cc1C(=O)Sc1cccc(Br)c1	5%	-3	-2%	-1%	16%	-4	-4%
Cc1nnc(SCCN2C(=O)c3ccccc3C2=O)[nH]c1=O	6%&-5%	-4	5%	4%	-8%	-6	·
Cc1ccc2cc(CN(Cc3ccco3)C(=O)NCc3ccccc3)c(=O)[nH]c2c1C	?	7	2%	-10%	-29%	3	12µM*
COc1ccccc1C(=O)Nc1ccc2c(c1)CCCN2C(=O)c1ccccc1	?	16	-13%	?	-4%	33	-3%
COc1ccc(S(=O)(=O)N2CCC(C(=O)NC(c3nc4ccccc4[nH]3)C(C)C)CC2)cc1 (configuration not stated)	-3%	·	·	4%	10µM*	·	?
CN(C)CCCNC(=O)c1cc(C(=O)c2c(Cl)cccc2Cl)c[nH]1	-3%	-5	-1%	-4%	2%[0.00184 µM]	-7	15%
COc1ccc(CCNC(=O)CN(C)S(=O)(=O)c2ccc(Br)s2)cc1OC	-9%	12	0%	-2%	-5%	-22	1.9µM*
CCN(CC)C1=N/C(=C\c2ccc(OC)cc2)C(=O)N1c1ccccc1	?	-2	-1%	6%	4%	0	-29%
CC(C)(C)C(=O)Nc1ccc(C(=O)NCc2cccnc2)cc1	-6%	30	8%	-2%	40%[activator]	25	·
O=C(c1cnn(Cc2ccccc2)c1)N1CCN(S(=O)(=O)/C=C/c2ccccc2)CC1	-4%	·	·	3%	?	·	-29%
O=C(Cc1ccc(Cl)cc1)NNC(=O)Nc1cccc2ccccc12	?	1	4%	1%	-19%	-11	24%
C=CCNc1cc(C)oc(=O)c1C(=O)CCC	-21%	-6	0%	1%	·	-15	?
Cn1c(SCc2ccc(F)cc2Cl)nc2ccccc2c1=O	?	·	·	2%	?	·	?
O=C(Nc1ccc(NC(=O)C2CC2)nc1)c1cccs1	12%	30*	-6%	2%	100%[activator]	60*	-13%
CN=C(Nc1cc(C)nn1-c1ccccc1)c1ccccc1	5%	1	1%	-4%	-10%	-8	0%
O=C(CSc1nc(-c2ccccc2Cl)ns1)NCc1ccco1	3%	2	6%	-3%	-12%	42	4%

Compounds listed so far with a tert-butyl group (2):
SMILES	HCV inh	Cycloheximide cs	LmPK inhibitor	Tb PYK inh	Pf growth 48h	Shiga inhibitor	Pf growth 96h
CN(C)CCOCCOc1ccc(Cl)cc1C(C)(C)C	?	-3	-1%	10%	?	-11	484%[activator]
CC(C)(C)C(=O)Nc1ccc(C(=O)NCc2cccnc2)cc1	-6%	30	8%	-2%	40%[activator]	25	·

More entries follow.
SMILES	HCV inh	Cycloheximide cs	LmPK inhibitor	Tb PYK inh	Pf growth 48h	Shiga inhibitor	Pf growth 96h
COc1cc(NC(=O)CCc2c(C)nc3nc(C)nn3c2C)cc(OC)c1	-18%	6	8%	-3%	·	10	-7%
CCOC(=O)C1CCCN(c2c(Nc3ccc(OCC)cc3)c(=O)c2=O)C1 (configuration not stated)	0%	-8	7%	-4%	·	-12	0%
Cc1cc(C)cc(OCC(=O)N/N=C\c2cn(C)nc2C)c1	-1%	-1	-5%	4%	12%	-5	-5%
CCSc1nnc(NC(=O)COc2ccc(Cl)cc2)s1	-12%	15	1%	7%	1%	-5	4%
CCn1c(CNc2ccc(F)cc2)nnc1SCC#N	21%	-2	5%	1%	10%	2	16%
COc1ccc(-c2cc(C(=O)N3CCN(c4ccccc4)CC3)c3ccccc3n2)cc1OC	?	4	-4%	-1%	?	16	·
COc1ccc(NC(=O)c2cc(C)no2)cc1OC	-11%	-4	0%	1%	-4%	-6	?
O=C(COc1ccc2c3c(c(=O)oc2c1)CCCC3)NC(Cc1ccc(Cl)cc1)C(=O)O (configuration not stated)	25%	-1	0%	-3%	-8%	-6	-14%
Cc1ccc(N2CCN(S(=O)(=O)c3nnc(NC(=O)c4ccco4)s3)CC2)cc1	16%	-3	1%	-8%	?	13	-3%
COc1ccc(-c2nn(-c3ccccc3)cc2C(=O)N(C)CC(=O)Nc2cccc(F)c2)cc1	-4%	·	·	-7%	?	·	?
COc1ccc(Cn2c(SCC#N)nc3ccc(N4CCOCC4)cc3c2=O)cc1	5µM*	58*	12%	-3%	-12%	124*	0%
COC(=O)C(C(=O)OC)C(C[N+](=O)[O-])c1ccc(O)c(OC)c1 (configuration not stated)	17%	-7	-5%	10%	-39%	-7	?
CCOC(=O)Cc1[nH]nc2c1C(c1cc(OC)ccc1OC)C(C#N)=C(N)O2 (configuration not stated)	-1%	-4	-2%	-17%	2%	38	?
Cc1ccc(C(=O)O)cc1NC(=S)NC(=O)c1ccc([N+](=O)[O-])c(C)c1	-18%	-4	1%	1%	-5%[5.75 µM]	40	?
Cc1nonc1C(=O)N/N=C/c1ccc(O)cc1	5%	37*	8.9µM*	?	0%	72*	0.26µM*
COc1ccc(NC(=O)C2CCN(S(=O)(=O)c3cccc4nonc34)CC2)c(OC)c1	10%	-1	-1%	-5%	-13%	-5	-7%
CC(C)c1cccc(C(C)C)c1NC(=O)CN1C(=O)NC2(CCCCCCC2)C1=O	-12%	·	·	0%	-8%	·	?
COCCOC(=O)C1=C(C)NC(=O)NC1c1cccc(F)c1 (configuration not stated)	31%[activator]	-4	-5%	4%	3%	1	-28%
Cn1nnnc1Sc1c(Cl)cccc1[N+](=O)[O-]	1%	-7	-2%	2%	-12%	17	?
O=C(CN1CCC(NC(=O)Nc2ccccc2)CC1)Nc1ccccc1F	-7%	-4	0%	-7%	-11%	16	?
N#C/C(=C\c1c(N2CCC(C(N)=O)CC2)nc2ccccn2c1=O)C(=O)NC1CCCCC1	-8%	-7	-4%	-2%	-12%	-9	?
O=C(COC(=O)c1c[nH]c(=O)[nH]c1=O)Nc1ccccc1F	-20%	-2	-2%	2%	21%	14	?
COc1ccccc1Nc1nc2ccccc2n1C	-9%	30*	?	-12%	150%[activator]	66*	144%[activator]
O=C(NCCN1CCN(c2ccccc2F)CC1)C1CCCN(S(=O)(=O)c2cnc[nH]2)C1 (configuration not stated)	-14%	-2	2%	1%	·	-18	8%
COc1c(S(=O)(=O)NCCCn2ccnc2)ccc(Cl)c1Cl	-1%	-2	0%	5%	?	-3	5%
Cc1ccc(/C=N/N(Cc2ccccc2)c2ccccc2)o1	?	-6	9%	-7%	?	-4	?
COc1ccc(C(=O)NCCNc2ccccc2[N+](=O)[O-])cc1	-2%	32*	-13%	0%	50%[activator]	77*	21%
COc1ccc(OC)c(-n2c(=S)[nH]c3cc(C(=O)N(C)Cc4ccccc4)ccc3c2=O)c1	-26%	-4	7%[11.5 µM]	-2%	?	-10	9.3µM*
